aGlu spleen mod – inhibits or activates alpha-glucosidase in human spleen homogenate; P10253; human spleen homogenate, 4-MU-alpha-glucoside fluorescence; Potency, µM (top dose mostly 79.9 µM), for the others: at the highest dose activity change, negative = inhibition, most hits filed as inhibitors; hit rate 0.006% among 240,000; AID 2112;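 note: 0% = enzyme with vehicle and -100% = no enzyme basal signal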
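AC50 values come from Hill-equation fits of concentration-response data, normalized to no-enzyme and full-activity controls. Enzyme source: 1 ug human spleen homogenate; 1 mM fluorogenic 4-MU glucoside, pH 5.0 citrate buffer, 37 C, 40 min.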
GAA inh – alpha-glucosidase (human) inhibition. hit rate 0.005% among 200,000. Potency, µM (series often up to 76.9 µM), for inactives: at the top dose activity change, negative = inhibition, actives largely listed as inhibitors. P10253. purified human GAA, 4-MU-alpha-glucoside fluorescence;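 note: plate controls were uninhibited enzyme wells for no effect and no-enzyme background for full effect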
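Human enzyme at 4 nM with 400 uM 4-methylumbelliferyl-alpha-D-pyranoside, citrate/phosphate buffer pH 5.0, 0.005% Tween-20, 20 min at room temperature. Compounds up to 77 uM. 4-MU fluorescence (Ex 365/Em 440) read after NaOH/glycine stop; AC50 from Hill fit.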
GLA spleen mod – inhibits or activates alpha-galactosidase in human spleen homogenate. P06280. human spleen homogenate, 4MU-alpha-Gal fluorescence, 40 min. Potency, µM (highest dose often 80 µM), for inactives: at the highest dose activity change, negative = inhibition, usual class: inhibitors. hit rate 0.008% among 240,000;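 note: 0% = enzyme with vehicle and -100% = no enzyme basal signal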
Target sequence (P06280 32-429 limits assumed): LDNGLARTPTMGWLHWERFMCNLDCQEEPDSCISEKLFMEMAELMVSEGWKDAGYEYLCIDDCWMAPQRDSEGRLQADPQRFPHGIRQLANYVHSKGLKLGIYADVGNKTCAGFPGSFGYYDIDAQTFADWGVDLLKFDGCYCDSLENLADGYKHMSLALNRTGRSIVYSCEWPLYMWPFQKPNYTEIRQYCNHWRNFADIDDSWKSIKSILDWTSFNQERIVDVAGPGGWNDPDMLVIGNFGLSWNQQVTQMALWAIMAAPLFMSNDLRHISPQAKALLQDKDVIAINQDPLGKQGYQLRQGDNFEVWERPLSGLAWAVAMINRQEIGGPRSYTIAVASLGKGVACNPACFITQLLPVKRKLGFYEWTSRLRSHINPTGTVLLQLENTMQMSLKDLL
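Inhibition or activation of alpha-galactosidase in human spleen homogenate is scored by 4-MU fluorescence after 40 min at 37C, pH 5.0, with 1 mM substrate. AC50s come from concentration-response fitted to the Hill equation.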
Tau fibril ThT – inhibitors of human tau fibril formation, thioflavin T binding | Potency, µM (highest dose often 57.4 µM), for inactives: at the highest dose activity, negative = inhibition, actives largely listed as inhibitors | recombinant tau K18 P301L, heparin-induced fibrillization, ThT fluorescence | AID 1460 | hit rate 2.1% among 270,000 | P10636; note: % is set by controls: 0 for no effect and ±100 for the full control effect; nearly all actives have a fitted effect of over 55% in size
Target sequence (P10636 561-689 P618L limits assumed): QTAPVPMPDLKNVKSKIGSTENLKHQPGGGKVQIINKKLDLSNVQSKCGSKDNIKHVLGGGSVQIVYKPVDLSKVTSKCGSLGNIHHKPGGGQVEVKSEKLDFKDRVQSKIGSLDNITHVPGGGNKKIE
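Heparin-induced fibrillization of the P301L-mutant K18 repeat-domain fragment of human tau was followed by ThT binding in quantitative high-throughput format.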
Tau FP inhib – tau fibrillization inhibition (FP); P10636; K18 P301L tau heparin fibrillization, Alexa594 FP, 6 h; Potency, µM (doses to about 57.7 µM), without a hit: top-dose activity, negative = inhibition, hits mostly inhibitors; hit rate 0.39% among 280,000; note: % is set by controls: 0 for no effect and ±100 for the full control effect; nearly all actives have a fitted effect of over 55% in size
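Read-out: fluorescence polarization of Alexa 594-labeled tau (0.24 uM), 555 nm excitation, 632 nm emission. Mixtures held 15 uM unlabeled K18 P301L, compound and 20 uM heparin, pH 7 acetate buffer, incubated 6 hr at 37 C.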
GAA glycogen – GAA glycogen-cleavage inhibition or activation. P10253. hit rate 0.38% among 300,000. Potency, µM (series often up to 76.4 µM), for inactives: at the top dose activity change, negative = inhibition, most hits filed as inhibitors. AID 2100. recombinant GAA, glycogen substrate, Amplex Red glucose oxidase fluorescence;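 note: 0% = full enzyme reaction and -100% = no-enzyme basal signal; the screen sought inhibitors and activators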
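Recombinant enzyme (4 nM final) with compounds titrated up to 77 uM and bovine liver glycogen (30 ug) in citrate pH 5.0, 0.01% Tween-20, 37 C 40 min. Released glucose detected by Amplex Red/glucose oxidase (Ex 573/Em 610); AC50 from Hill fits.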
Tau fluor counter – counter-screen for tau fibril formation inhibitors; AID 1463; hit rate 0.93% among 280,000; tau K18 P301L Alexa594 fluorescence, heparin fibrillization; Potency, µM (highest dose often 57.7 µM), inactives show top-dose activity change, negative = decrease; note: % is set by controls: 0 for no effect and ±100 for the full control effect; nearly all actives have a fitted effect of over 55% in size
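Human tau K18 P301L (15 uM unlabeled, 0.24 uM Alexa 594-labeled) in 100 mM sodium acetate pH 7 with 20 uM heparin, 6 hr at 37 C. ThT 30 uM added, 1 hr ambient; Alexa 594 FP and total fluorescence read at 555/632 nm.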
HTT cytoprotect – cytoprotection in Huntington HTT-Q103 PC12 cell model. PC12 HTT-Q103 induced, cytoprotection, ATP luminescence, 40 h. Potency, µM (doses to about 56.4 µM), inactives show cytoprotection (ATP increase), actives largely listed as activators. hit rate 0.14% among 230,000;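 note: % of control where 0% means no effect; nearly all actives have a fitted effect of over 45% in size; toxic huntingtin expression switched on by the ecdysone agonist tebufenozide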
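PC12 cells with ecdysone-inducible HTT exon 1 Q103-GFP, induced with 100 nM tebufenozide and co-treated with library compounds in a dose series (1536-well, 1500 cells/well). Cytoprotection read as ATP content by ATPlite luminescence.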
Starred values were filed as active, the others as inactive; ? = inconclusive; · = not tested or not shown; & = joins results of further samples; [ ] = dose if it differs, or a comment. Calls come from the whole dose curve; as a rule, active = well fitted curve in the direction sought with a large enough effect; inconclusive = small, poorly fitted or top-dose-only effect, or another doubt; inactive = no such curve, though single readings can be large; an effect the other way counts as inactive or inconclusive. Potency is the fitted concentration of half-maximal effect.

Values run as follows: aGlu spleen mod	GAA inh	GLA spleen mod	Tau fibril ThT	Tau FP inhib	GAA glycogen	Tau fluor counter	HTT cytoprotect
COc1ccc(NC(=O)CN2C(=O)c3ccccc3Sc3ccc(C(=O)N4CCOCC4)cc32)c(OC)c1
    4%	-3%	2%	-14%&-13%	10%&7%	3%	-9%&-5%	-12%
O=C(COC(=O)/C=C/c1ccc(F)cc1)Nc1cccc(S(=O)(=O)N2CCCC2)c1
    -2%	?	-4%	-5%	-18%	1%	?	-12%
CCCC(=O)N(c1ccc(C(=O)O)cc1)c1nc(-c2ccccc2)c(C)s1
    -4%	-1%	0%	-6%	-6%	1%	2%	-45%[inhibitor]
CCn1c(=O)c([N+](=O)[O-])c(NCCCn2ccnc2)c2ccccc21
    -7%	·	-3%	-16%	-2%	1%	-15%	11%[10 µM]
CCN(CC)S(=O)(=O)c1cc(C)ccc1NC(=S)Nc1cccnc1
    -12%	5%	8%	8%	32µM*	-6%	?	·
Cc1cc(C(=O)N/N=C/c2ccc(OCc3ccccc3)cc2)c(C)o1
    -1%	-2%	-2%	?	?	-8%	?	19%[10 µM]
CC(C)NC(=O)C1CCN(C(=O)N(C)C)CC1
    -5%	1%	-2%	-6%	-6%	0%	2%	9%[0.074 µM]
COc1ccc2c(c1)C1CC(C)(NC(=O)C1S(=O)(=O)c1ccc(F)cc1)O2 (stereo not drawn)
    -4%	-5%	-16%	-5%	-9%	20%	-9%	22%[10 µM]
CCOC(=O)c1c(NC(=O)CSc2nnc(-c3ccco3)o2)sc(C(C)=O)c1C
    2%	-4%	7%	-11%	-1%	-4%	-15%	-9%
CC(C)(C)NC(=O)NC(=O)COC(=O)Cn1cnc2ccccc2c1=O
    -3%	0%	0%	-2%	0%	4%	3%	-12%[10 µM]
COc1cc(Br)cc(CNc2ccc(F)c([N+](=O)[O-])c2)c1O
    -6%	-4%	-3%	16µM*	-1%	?	25µM*[quencher]	-38%
Cc1ccc(NC(=S)NCCc2c[nH]c3ccccc23)c(C)c1
    6%	-3%	6%	-6%	12%	-16%	-29%	8%[10 µM]
COC(=O)CS(=O)(=O)c1nc2ccccc2nc1N1CCCCC1
    ·	·	·	?	-3%	-13%[76.3 µM]	-19%	·
S=C(NCCN1CCOCC1)Nc1cccc(Cl)c1
    10%	-2%	3%	5%	-2%	-8%	1%	·
COc1cc2c(cc1OC)CN(C(=O)CSc1nnc3scc(-c4ccccc4)n13)CC2
    -2%	-5%[15.4 µM]	0%	-14%	5%	-4%	-8%	-6%

Shown with tabs: eight of the compounds above.
Molecule	aGlu spleen mod	GAA inh	GLA spleen mod	Tau fibril ThT	Tau FP inhib	GAA glycogen	Tau fluor counter	HTT cytoprotect
COc1ccc(NC(=O)CN2C(=O)c3ccccc3Sc3ccc(C(=O)N4CCOCC4)cc32)c(OC)c1	4%	-3%	2%	-14%&-13%	10%&7%	3%	-9%&-5%	-12%
O=C(COC(=O)/C=C/c1ccc(F)cc1)Nc1cccc(S(=O)(=O)N2CCCC2)c1	-2%	?	-4%	-5%	-18%	1%	?	-12%
CCCC(=O)N(c1ccc(C(=O)O)cc1)c1nc(-c2ccccc2)c(C)s1	-4%	-1%	0%	-6%	-6%	1%	2%	-45%[inhibitor]
CCn1c(=O)c([N+](=O)[O-])c(NCCCn2ccnc2)c2ccccc21	-7%	·	-3%	-16%	-2%	1%	-15%	11%[10 µM]
CCN(CC)S(=O)(=O)c1cc(C)ccc1NC(=S)Nc1cccnc1	-12%	5%	8%	8%	32µM*	-6%	?	·
Cc1cc(C(=O)N/N=C/c2ccc(OCc3ccccc3)cc2)c(C)o1	-1%	-2%	-2%	?	?	-8%	?	19%[10 µM]
CC(C)NC(=O)C1CCN(C(=O)N(C)C)CC1	-5%	1%	-2%	-6%	-6%	0%	2%	9%[0.074 µM]
COc1ccc2c(c1)C1CC(C)(NC(=O)C1S(=O)(=O)c1ccc(F)cc1)O2 (stereo not drawn)	-4%	-5%	-16%	-5%	-9%	20%	-9%	22%[10 µM]

Following part:
Values run as follows: aGlu spleen mod	GAA inh	GLA spleen mod	Tau fibril ThT	Tau FP inhib	GAA glycogen	Tau fluor counter	HTT cytoprotect
COc1cc2c(cc1OC)CN(CC(=O)Nc1cccc(C)c1)CC2
    -9%	0%	6%	-9%	0%	-2%	-16%	3%[0.074 µM]
COc1cc(Nc2nc3ccccc3n3nnnc23)cc(OC)c1OC
    2%	-10%[15.4 µM]	3%	-17%	?	0%	?	-13%
O=C(CSc1ccccn1)Nc1nc2ccccc2s1
    -7%	-2%	-1%	-4%	-6%	10%	-11%	7%[10 µM]
COc1ccc(CNCCNC(=O)c2nonc2N)cc1OC
    -10%	-5%	-4%	0%	-14%	-1%	-2%	13%[10 µM]
Cc1nc(-c2ccc(S(=O)(=O)Nc3cc(S(=O)(=O)N(C)C)ccc3C)s2)cs1
    -4%	-1%	-7%	-7%	-5%	-2%	-9%	15%[10 µM]
CCOCC(=O)Nc1nc2ccccc2s1
    -1%	-16%	6%	-11%	-7%	-4%	-15%	3%[10 µM]
COc1cc(C(=O)NNC(=S)NC(=O)c2ccc(F)cc2)cc(OC)c1OC
    9%	·	11%	·	-4%	?	?	4%[10 µM]
CCOc1ccc(C2c3[nH]c4ccccc4c3CCN2Cc2cccn2-c2ncccn2)cc1 (stereo not drawn)
    -15%	·	-1%	·	9%	2%	?	10%[10 µM]
Cc1cc(C)n(CC(O)COCc2ccccc2)n1 (stereo not drawn)
    4%	-9%	12%	-15%	9%	3%	-23%	0%[10 µM]
O=C(CSc1ncnc2ccccc12)Nc1ccc(N2CCOCC2)cc1
    6%	0%	6%	?	5%	2%	-6%	8%
Cc1ccc(NC(=O)CSc2ncn(-c3ccccc3)n2)cc1C
    4%	-3%	3%	-20%	6%	1%	-17%	2%[10 µM]
CCOC(=O)CNC(=O)CNC(=O)c1ccc(OC(C)C)cc1
    -1%	·	-11%	-2%	-3%	2%	-8%	-1%[10 µM]
CCOC(=O)C1(C)C=C(Nc2ccc(O)cc2)C(=O)N1c1ccc(O)cc1 (stereo not drawn)
    4%	3%	-2%	14µM*	28µM*	-7%	?	8%[10 µM]
CCOC(=O)c1sc(-c2ccc(F)cc2)cc1NC(=O)Nc1ccccc1OC
    0%	-4%	3%	-11%	?	-3%	-27%	-2%[10 µM]
Cc1c(O)nc(SCC(=O)Nc2ccc3c4c(cccc24)CC3)n(-c2ccc(F)cc2)c1=O
    5%	-3%	8%	-17%	-3%	-5%	-10%	·

Some values from above.
HTT cytoprotect with CCOc1ccc(C2c3[nH]c4ccccc4c3CCN2Cc2cccn2-c2ncccn2)cc1 (stereo not drawn) stands at 10%[10 µM]
Tau fluor counter with COc1ccc(CNCCNC(=O)c2nonc2N)cc1OC stands at -2%

(list continues)
Values run as follows: aGlu spleen mod	GAA inh	GLA spleen mod	Tau fibril ThT	Tau FP inhib	GAA glycogen	Tau fluor counter	HTT cytoprotect
CCOCCCNC(=O)C(c1ccc(OC)cc1)N(Cc1ccc2c(c1)OCO2)C(=O)c1ccc(NC(C)=O)cc1 (stereo not drawn)
    ·	·	·	?	-2%	11%[76.3 µM]	?	·
CS(=O)(=O)N1CCC(C(=O)Nc2ccc(Cl)c(Cl)c2)CC1
    -2%	2%	-4%	-8%	-5%	0%	-20%	-12%[10 µM]
CC(=O)c1ccc(NS(=O)(=O)c2cc3[nH]c(=O)c(=O)[nH]c3cc2C)cc1
    ·	·	·	-7%	-1%	-7%[76.3 µM]	-4%	·
CC1CC(C)CN(CC(C)(C)NS(=O)(=O)c2ccc(Cl)cc2)C1 (stereo not drawn)
    2%	-16%	1%	-16%	-4%	3%	-13%	7%
Cc1cccc(OCC(O)Cn2c(-n3nc(C)cc3C)nc3c2c(=O)[nH]c(=O)n3C)c1 (stereo not drawn)
    -1%	2%	-1%	-7%	8%	2%	-3%	-11%
CCOC(=O)C1CCN(C(=O)c2cccnc2Oc2ccccc2)CC1
    0%	·	-5%	2%	-3%	-1%	-5%	-1%[10 µM]
CCOC(=O)C1(Cc2ccccc2C)CCCN(C(=O)c2cc(C3CC3)[nH]n2)C1 (stereo not drawn)
    0%	·	3%	-9%	-1%	3%	-1%	-4%[10 µM]
CC(=O)Nc1ccc(S(=O)(=O)N[C@@H](C)C(=O)OCc2cc([N+](=O)[O-])cc3c2OCOC3)cc1
    -4%	·	-10%	·	0%	-2%	-5%	-5%[10 µM]
COc1cc(NS(=O)(=O)c2ccc(N=Cc3c(C)[nH]n(-c4ccccc4)c3=O)cc2)nc(OC)n1
    10%	-15%	4%	-9%	5%	-6%	-7%	6%[10 µM]
Cc1[nH]ccc(=O)c1OCc1c(Cl)cccc1Cl
    1%	3%	8%	-12%	4%	-3%	-7%	-10%[10 µM]
COc1ccc(NC(=O)c2ccco2)cc1NC(=O)c1cccc(C)c1OC
    ·	·	·	?	7%	9%[76.3 µM]	-29%	·
O=C(CN1C(=O)c2ccccc2C1=O)NCc1ccccn1
    -8%	-8%	5%	-6%	3%	9%	3%	15%
CSCc1cc(N2CCOCC2)nc(SCc2ccc(Cl)cc2Cl)n1
    -8%	-9%	4%	3%	-4%	-3%	-1%	16%
Cc1ccc(NC2SC(=O)N(CC(=O)O)C2=O)cc1 (stereo not drawn)
    2%	3%	-24%	-10%	-9%	-8%	-7%	2%
CC1CCC(C(=O)NC(C(=O)NCCN2CCC(C)CC2)C(C)C)CC1 (stereo not drawn)
    -3%	-2%	3%	2%	-1%	-1%	2%	-14%
O=C(Nc1ccccc1)NC1CCS(=O)(=O)C1 (stereo not drawn)
    -1%	-22%	0%	-6%	0%	8%	-5%	1%[1.9 µM]
